Screening data deposited in PubChem by National Center for Advancing Translational Sciences (NCATS).
KAT2A inh – qHTS Assay for Inhibitors of GCN5L2; Histone acetyltransferase KAT2A (Homo sapiens), Q92830; GCN5L2 HAT assay, ThioGlo1 CoA-SH fluorescence; Potency, µM (doses to about 58.9 µM), for inactives: top-dose activity change, negative = inhibition, actives largely listed as inhibitors; hit rate 0.21% among 390,000; AID 504327, 2011
Target sequence (Q92830 whole entry, looked up): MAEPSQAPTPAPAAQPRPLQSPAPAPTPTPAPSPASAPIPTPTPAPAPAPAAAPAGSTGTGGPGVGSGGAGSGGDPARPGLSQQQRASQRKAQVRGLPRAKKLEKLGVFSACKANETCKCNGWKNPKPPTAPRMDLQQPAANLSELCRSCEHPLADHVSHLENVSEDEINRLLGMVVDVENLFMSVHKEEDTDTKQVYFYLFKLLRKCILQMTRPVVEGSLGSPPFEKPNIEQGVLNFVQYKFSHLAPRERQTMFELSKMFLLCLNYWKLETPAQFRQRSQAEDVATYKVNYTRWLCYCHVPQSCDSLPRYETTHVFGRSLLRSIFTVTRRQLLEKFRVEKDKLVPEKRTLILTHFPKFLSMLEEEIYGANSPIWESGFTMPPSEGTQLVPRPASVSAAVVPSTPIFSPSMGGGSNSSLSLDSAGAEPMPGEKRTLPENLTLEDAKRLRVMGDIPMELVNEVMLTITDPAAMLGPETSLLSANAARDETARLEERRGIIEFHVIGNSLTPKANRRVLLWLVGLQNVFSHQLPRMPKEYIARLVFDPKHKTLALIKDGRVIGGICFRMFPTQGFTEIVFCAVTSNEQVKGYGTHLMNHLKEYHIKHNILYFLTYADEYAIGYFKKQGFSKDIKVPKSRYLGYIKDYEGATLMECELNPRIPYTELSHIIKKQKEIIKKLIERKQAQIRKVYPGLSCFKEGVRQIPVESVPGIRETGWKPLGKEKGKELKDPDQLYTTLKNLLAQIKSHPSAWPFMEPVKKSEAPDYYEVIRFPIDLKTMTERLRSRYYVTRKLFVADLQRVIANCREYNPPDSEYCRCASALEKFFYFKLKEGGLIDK
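GCN5L2 (20 nM) in 50mM HEPES pH 7.5, 0.1mM EDTA, 0.01% Tween-20 preincubated 15 min with compounds at room temperature. Reaction started with H3(1-25) 75uM, acetyl-CoA 70uM, ThioGlo1 50uM; CoA-thiol fluorescence (Ex340/Em540) read at 0 and 20 min.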
FEN1 inhibitor – qHTS Assay for the Inhibitors of Human Flap endonuclease 1 (FEN1). Potency, µM (doses to about 114 µM), for inactives: top-dose activity change, negative = inhibition, most hits filed as inhibitors. AID 588795, 2011. Recombinant FEN1 flap cleavage, fluorescence, 15 min. P39748. hit rate 0.35% among 390,000; further: nearly all actives have a fitted effect of over 65% in size
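Potency values derive from four-parameter Hill fits of normalized qHTS data. The reaction used 10 nM FEN1 preincubated 15 min at room temperature with compound, then 50 nM DNA substrate, read at 0 and 15 min.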
N370S GC – qHTS Assay for Inhibitors and Activators of N370S glucocerebrosidase as a Potential Chaperone Treatment of Gaucher Disease; Lysosomal acid glucosylceramidase (Homo sapiens), P04062; N370S GC spleen homogenate, 4MU-glucoside fluorescence; Potency, µM (doses to about 59.4 µM), for inactives: at the top dose activity change, negative = inhibition, most hits filed as inhibitors; hit rate 0.092% among 330,000;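 further: 0% = full enzyme activity and -100% = no enzyme basal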
* hit, by the source's call; ? = inconclusive; · = no result given; & = joins results of further samples; [ ] = dose if it differs, or a comment. The call rests on the fitted dose curve; in most records, active means well fitted curve in the direction sought with a large enough effect; inconclusive means small, poorly fitted or top-dose-only effect, or another doubt; inactive means no such curve, though single readings can be large; an effect the other way counts as inactive or inconclusive. Unless noted, on the % scale 0 is the no-effect control and ±100 the full control effect; potency means the concentration at half of the fitted maximal effect.

molecule | KAT2A inh | FEN1 inhibitor | N370S GC
COc1ccc(C(=O)NCC(c2cccnc2)N2CCN(c3ccc(F)cc3)CC2)cc1 (stereo not drawn) | -15.0% | -21.9% | ·
COc1ccc(CCN2C(=O)CCC2(C)C(=O)NCc2cccnc2)cc1OC (stereo not drawn) | -0.1% | 2.1% | 16.3%
Cc1ccc(NC(=O)CSc2nc(=O)n(CCN3CCOCC3)c3c2CCCC3)cc1 | -5.0% | 4.4% | -6.9%
COc1ccccc1N1CCN(C(=O)c2cn(-c3ccccc3)nc2-c2cccnc2)CC1 | -22.8% | 8.6% | -5.1%
COc1ccc(/C=C/C(=O)Nc2ccccc2)cc1OC | -12.1% | 1.5% | 1.2%
Cc1ccc(NC(=O)C(=O)c2c[nH]c3ccccc23)cc1 | -15.8% | 16.8% | -3.7%
CC(C)NC(=O)c1ccc2c(c1)nnn2C | -3.4% | -1.2% | 4.8%
COc1ccc2c(c1)CCCN2C(N)=Nc1ccc(Cl)cc1 | -4.1% | 6.7% | ?
Cc1nc(NC(=O)c2ccccc2)sc1-c1csc(Nc2cccc(F)c2)n1 | -2.3% | · | -1.6%
O=C(Nc1nc2n(n1)C(c1ccc(F)cc1)C=C(c1ccccc1)N2)c1ccco1 (stereo not drawn) | -1.8% | -8.1% | ·
Cc1c(Br)c([N+](=O)[O-])nn1CC(=O)Nc1c(C)n(C)n(-c2ccccc2)c1=O | -4.3% | 1.0% | 3.6%
O=C(COC(=O)/C=C/c1ccccc1[N+](=O)[O-])NC1CC1 | 0.0% | 3.5% | -2.8%
COc1cc([N+](=O)[O-])ccc1NC(=O)Nc1ccc(C(=O)N2CCCC2)cc1 | -3.5% | 2.3% | -3.3%
CCCCCCCCCc1ccc(OCCOCCOCCOCCOCCOCCOCCOCCOCCO)cc1 | 27.3% | · | -1.5%
O=C(COC(=O)CCC(=O)c1ccc(F)cc1)NCc1ccc(Cl)cc1 | -2.4% | -12.3% | ·
Brc1ccc(-c2nnc3sc(CNC4CCCC4)cn23)cc1 | -3.5% | -9.2% | 8.1%
O=C(NCc1ccccc1)c1ccc(N2CCC3(CC2)CC(c2ccc(Cl)cc2)=NO3)c([N+](=O)[O-])c1 | 0.1% | -6.0% | -6.5%
O=C(CSc1nc2ccccc2[nH]1)N1CCN(C(=O)c2ccco2)CC1 | -2.9% | -2.6% | -2.1%
CCC(=O)N(CCc1ccccc1)Cc1cc2cc(C)ccc2[nH]c1=O | -1.1% | 15.9% | -5.8%
Cc1ccsc1/C=N/NC(=O)c1nnn(-c2nonc2N)c1C(C)C | -3.6% | -4.4% | -14.9%
CO[C@H]1[C@H](O[C@H]2O[C@@H](C)[C@@H](O[C@@H]3C[C@](C)(O)[C@H](O)[C@H](C)O3)[C@@H](N(C)C)[C@@H]2O)[C@@H](CC=O)C[C@@H](C)[C@@H](O[C@H]2CC[C@H](N(C)C)[C@H](C)O2)/C=C\C=C/C[C@@H](C)OC(=O)C[C@H]1O | 9.9%[21.4 µM] | · | 5.9%[21.6 µM]
COc1ncc2nc(-c3ccc(F)cc3)c(=O)n(Cc3cccs3)c2n1 | -9.3% | · | 3.0%
Cn1c(Cn2nnc3ccccc32)nnc1SCC(=O)N1c2ccccc2Sc2ccccc21 | -16.1% | -3.4% | 17.9%
Cc1cccc(-c2noc(-c3ccccc3OCC(=O)Nc3ccc([N+](=O)[O-])cc3)n2)c1 | -6.8% | -16.2% | ·
NC(=O)c1cc([N+](=O)[O-])ccc1N1CCCCC1 | -5.4% | 6.8% | 8.9%
O=C(CCCCCn1c(=O)[nH]c2ccsc2c1=O)NCc1ccc2c(c1)OCO2 | -4.8% | 2.8% | -2.1%
CCCOc1ccc(N2C(=O)CC(NCc3cccs3)C2=O)cc1 (stereo not drawn) | 3.7% | -8.2% | -5.7%
CCNS(=O)(=O)c1ccc(CCC(=O)NCc2ccccc2)cc1 | -8.7% | -6.5% | 21.9%
CCn1c(C(=O)NC(C)c2ccc3c(c2)OCCO3)cc2sccc21 (stereo not drawn) | -20.8% | -8.3% | 8.4%
Cc1cc(C(=O)NC2CCC(O)CC2)c(C)o1 (stereo not drawn) | -0.7% | -9.3% | ·
O=C(NCCCNc1ccc([N+](=O)[O-])cc1)C(F)(F)F | -10.5% | -1.8% | -11.9%
Cc1ccc(CN2CCN(C3CCN(C(=O)Nc4ccc(C)cc4Cl)CC3)C(=O)C2=O)cc1 | -3.1% | 18.1% | ·
CCCCCCOC(=O)C(C#N)c1nc2ccccc2nc1N1CCCCC1 (stereo not drawn) | -2.2% | -9.9% | 12.8%
CCN1CCN(c2ccc(NC(=O)c3ccco3)cc2Cl)CC1 | -4.2% | 0.6% | -2.2%
CC(C)(C)c1ccc(-c2nc3c(C#N)c(-c4ccc5c(c4)OCO5)ccn3n2)cc1 | -5.2% | 1.0% | 6.3%
O=[N+]([O-])c1cccc(/C=N\N=C2c3ccccc3-c3ccccc32)c1O | 26.1% | -22.1% | 15.1%
O=C(NC1CC1)c1cc(OCC(F)(F)F)ccc1OCC(F)(F)F | -5.0% | 20.5% | 3.3%
COCCn1c(SCC(=O)Nc2ccccc2OC)nc2c(oc3ccccc32)c1=O | -1.9% | 11.7% | ?
N#Cc1ccc(CN2CC[C@@]3(CCCN(S(=O)(=O)c4ccccc4)C3)C2)cc1 | -8.6% | · | -6.2%
COc1cc(C(=O)COC(=O)c2cnc(C)cn2)ccc1OC(F)F | -19.2% | 4.0% | -4.9%
O=C(O)C1=C[C@@H](c2ccc(C(F)(F)F)cc2)C[C@@H](OCc2ccc(CO)cc2)O1 | -2.4% | -1.9% | -5.3%
CCn1ncc([N+](=O)[O-])c1C(=O)Nc1nc2cccc(C)c2s1 | -0.5% | -2.9% | -3.3%
CS(=O)(=O)c1ccc2nc(NC(=O)c3ccco3)sc2c1 | -1.0% | 4.8% | -5.9%
Cc1ccc(S(=O)(=O)c2cn(C)c3cc(N4CCCC(C)C4)c(F)cc3c2=O)c(C)c1 (stereo not drawn) | -7.5% | -0.7% | ·
O=C1NCCC/C1=N\Nc1ccc(Br)cc1 | 1.3% | -1.2% | -2.4%
CC(C)Cc1nn2c(=O)cc(COC(=O)CNC(=O)c3ccc(C(C)(C)C)cc3)nc2s1 | -1.5% | -13.4% | ·
CCc1ccc(CNC(=O)CCS(=O)(=O)Cc2ccccc2F)cc1 | -4.9% | 14.5% | -2.0%
CS(=O)(=O)c1ccc(Cl)c(NC(=O)CSc2n[nH]c(-c3cccs3)n2)c1 | -0.4% | 1.7% | ·
Brc1cc2c(cc1/C=N/Nc1nc(N3CCOCC3)nc(N3CCOCC3)n1)OCO2 | 27.7% | -5.4% | 4.8%
Cn1cc(/C=C(\C#N)C(=O)Nc2cccc([N+](=O)[O-])c2)c2ccccc21 | -1.5% | -12.1% | -4.0%
O=C1CC(N2CCN(c3ccc(F)cc3)CC2)C(=O)N1Cc1cccs1 (stereo not drawn) | -9.6% | 3.9% | 0.1%
Cc1ccc(-c2nc(C)c(C(=O)O)s2)cc1 | ? | 0.8% | 2.4%
c1ccc(C[n+]2csc3ccccc32)cc1 | -12.8% | 1.7% | -3.8%
Cc1ccc2oc(-c3ccc(C)c(NC(=O)C(C)(C)Oc4ccc(Cl)cc4)c3)nc2c1 | -7.1% | -7.1% | ·
COc1ccc(/C=C/C(=O)NC(=S)NNC(=O)Cc2cccs2)cc1 | -3.9%[0.501 µM] | -5.6% | 0.7%
COc1cccc(OC)c1C(=O)NNC(=O)c1ccc(F)cc1 | -0.6% | 10.8% | 0.6%

Arranged by value in KAT2A inh (high to low): 3 of the compounds above
molecule | KAT2A inh | N370S GC
COc1cccc(OC)c1C(=O)NNC(=O)c1ccc(F)cc1 | -0.6% | 0.6%
Cc1cc(C(=O)NC2CCC(O)CC2)c(C)o1 (stereo not drawn) | -0.7% | ·
CCCCCCOC(=O)C(C#N)c1nc2ccccc2nc1N1CCCCC1 (stereo not drawn) | -2.2% | 12.8%

Remaining list, next part.
molecule | KAT2A inh | FEN1 inhibitor | N370S GC
Cc1ccccc1Nc1nc(N)nc(COC(=O)CCNS(=O)(=O)c2ccccc2)n1 | 2.2% | -6.8% | -20.2%
COc1ccc(-c2noc(CCC(=O)N3CCN(c4cccc(C)c4)CC3)n2)cc1 | 2.5% | -10.1% | ·
CC(=O)c1ccc(N2CCN(C(=O)NCc3noc4ccc(C)cc34)CC2)cc1 | -3.4% | -3.7% | ·
O=C(Oc1ccc(Cl)c2ccccc12)N1CCCCC1 | -12.6% | -20.6% | ·
CC(C(=O)Nc1ccccc1C(=O)O)n1c(C(F)(F)F)nc2ccccc21 (stereo not drawn) | -8.2% | -2.0% | 4.3%
CCCCCNC(=O)CCc1ccccc1 | 0.8% | -2.6% | -3.2%
COc1ccc(C)cc1NC(=S)NC(C)c1ccc(OC)c(OC)c1 (stereo not drawn) | -1.4% | -17.5% | 19.1%
Cc1cc(C(F)F)n2nc(C(=O)Nc3c(C)cccc3C)nc2n1 | -9.3% | 1.1% | ·

Some entries already given, reduced to KAT2A inh:
SMILES | KAT2A inh
CC(C(=O)Nc1ccccc1C(=O)O)n1c(C(F)(F)F)nc2ccccc21 (stereo not drawn) | -8.2%
CCCCCNC(=O)CCc1ccccc1 | 0.8%
COc1ccc(C)cc1NC(=S)NC(C)c1ccc(OC)c(OC)c1 (stereo not drawn) | -1.4%

Going on with the list.
molecule | KAT2A inh | FEN1 inhibitor | N370S GC
O=C(COC(=O)c1ccc(S(=O)(=O)N2CCCCC2)cc1)Nc1ccccc1 | -12.0% | 18.2% | ·
Cc1c(NC(=S)N/N=C/C=C/c2ccccc2)c(=O)n(-c2ccccc2)n1C | -1.4% | 4.7% | -4.9%
CCn1c(=O)[nH]c2cc(C(=O)N3CCN(c4ccccc4)CC3)ccc2c1=O | 0.3% | -1.7% | 8.1%
CCn1c(CN2CCC(C)CC2)nc2cc(NC(=O)c3cccc([N+](=O)[O-])c3)ccc21 | 1.1% | 20.0% | ·
CC(C)c1ccc(NC2CCCN(C(=O)c3ccco3)C2)cc1 (stereo not drawn) | -3.1% | -3.1% | 14.3%
COc1ccccc1C(c1c(N)n(C)c(=O)n(C)c1=O)C(C)[N+](=O)[O-] (stereo not drawn) | -20.6% | 11.9% | -14.8%
N#Cc1c(NC(=O)CSc2ncnc3c2cnn3-c2ccccc2Cl)sc2c1CCCC2 | -10.8% | 0.7% | 21.5%
CCOC(=O)c1cnn(CCOC(=O)C(C)(C)C)c1NC(=O)C(C)(C)C | 39.5%[activator] | 3.0% | 3.4%
CCOC(=O)c1ccc(NC(=O)Nc2c(C)nn(C)c2C)cc1 | -1.0% | 6.0% | 23.2%
CCCN(CCC)c1ccc(/C=C/c2ccc3cc(OCC)ccc3n2)cc1 | -6.2% | 8.9% | ?
O=C(NC1CCCCC1)NC1CC2CCC(C1)N2Cc1nnnn1Cc1ccc2c(c1)OCO2 (stereo not drawn) | -8.1% | 8.0% | -0.1%
COc1ccc(OCCn2c(NC(=O)c3ccco3)nc3ccccc32)cc1 | -15.3% | -18.0% | 21.1%
Cc1cc(C)cc(NC2=CC(c3cccc(F)c3)N(c3cc(C)cc(C)c3)C2=O)c1 (stereo not drawn) | 3.1% | -0.6% | ·
CCCCn1cc(S(=O)(=O)c2ccc(OC)cc2)c(=O)c2cc(F)c(F)cc21 | 1.6% | -4.4% | ·
COc1ccccc1/C=C/C(=O)/C=C/c1ccccc1O | 2.2% | -0.2% | 13.0%
CCc1nnc(NC(=O)CSCc2cc(=O)n3ccsc3n2)s1 | -4.4% | -12.5% | -11.9%
CC[C@]12c3[nH]c4ccccc4c3CCN1C(=O)C(CC(=O)NCCCn1ccnc1)C[C@@H]2C(=O)N1CCN(C(=O)C2CC2)CC1 (stereo partly drawn) | -3.5% | 12.2% | ·
COc1ccc(/C=C(/NC(=O)c2ccccc2)C(=O)N/N=C/c2ccc3c(c2)OCO3)cc1OC | -26.2% | 12.3% | 0.7%[12.8 µM]
CN(C(=O)c1cc2nc(-c3ccco3)cc(C(F)(F)F)n2n1)c1ccc(OC(F)(F)Cl)cc1 | -6.4% | -12.0% | ·
O=C(c1ccc(OC2CCN(CCc3ccccc3)CC2)cc1)N1CCCC(O)C1 (stereo not drawn) | 0.2% | 7.4% | 4.8%
O=C(NC1CCCCC1)C(c1ccccc1)N1CCOCC1 (stereo not drawn) | -15.9% | 11.6% | 4.3%
COCCn1c(=O)[nH]c2cc(C(=O)N3CCN(c4ccc(Cl)cc4)CC3)ccc2c1=O | -15.2%&-7.6% | 1.2%&-2.5% | 0.7%
COc1ccc(OC)c(S(=O)(=O)N(C)CC(=O)Nc2ccc3c(c2)OCO3)c1 | 0.4% | 5.1% | 3.6%
